Screens (PubChem BioAssay)
RMI-FANCM inh – disruptors of RMI1/RMI2 association with MM2 peptide – biochemical, fluorescence polarization, human, primary screen. RMI core complex (RMI1/RMI2) binding to FANCM MM2 peptide, human. RMI core complex with F-MM2 peptide; active compounds read low. FP signal (polarization) at 33 µM. 70,000 tested, 0.58% active. AID 1159607, 2016; in the data active = FP signal below about 40; also: inactives centre near 61; strong numbers were not always called active; unit not given here
The depositor's hits bear a star; & = joins results of further samples. The list is partial (hit frequency here may not be typical).

RMI-FANCM inh | SMILES
55 | Cn1cccc1C(=O)/C(C#N)=C/c1ccc(C#N)cc1
66 | COc1cc(S(=O)(=O)n2cccn2)c(OC)cc1Br
63 | CC(C)(C)OC(=O)NCCNC(=O)c1ccc(OC(F)(F)F)cc1
64 | Clc1ccc(OCCOCC2CO2)cc1 (stereo not drawn)
59 | CN(C)S(=O)(=O)c1ccc(C(=O)N2CCC(c3nc4ccccc4[nH]3)CC2)cc1
64 | COCC(=O)Nc1sccc1C(=O)OC
63 | O=C(O)CC1(C(F)(F)F)OCCO1
52 | Cc1nc2c(=O)n(CC(N)=O)nc(-c3cccs3)c2s1
65 | O=C(Nc1ccc2c(c1)CN(S(=O)(=O)c1ccccc1)CC2)C1CC1
57 | CC(=O)OCC(=O)[C@@]1(O)CCC2C3C[C@H](C)C4=CC(=O)C=CC4(C)C3[C@@H](O)CC21C (stereo partly drawn)
55 | N#CNC(=Nc1cccc(Cl)c1)Oc1ccccc1
77 | CC(C)c1ccc(CC(=O)Nc2nc3c(s2)COc2ccccc2-3)cc1
65 | CC(C)c1ccc(NC(=O)CCc2csc(NC(=O)Nc3ccccc3)n2)cc1
59 | CCOc1cc(Cn2c(-c3ccc(O)c(OCC)c3)nc3ccccc32)ccc1O
67 | O=C(Cn1nc(-c2ccc(F)cc2)c2sc(N3CCCC3)nc2c1=O)NCCc1ccccc1
65 | COc1ccc(S(=O)(=O)Nc2ccc3c(c2)C(=O)NCCO3)cc1
70 | Cn1c(=NC(=O)c2ccc3ncsc3c2)sc2cc(Br)ccc21
54 | C/C(=N/OC(=O)c1ccc(C)cc1)c1csc(-c2ccccc2)n1
91 | O=C(Cn1cnc2c(sc3ccccc32)c1=O)Nc1ccc(F)cc1F
60 | O=C(NCCOc1ccc(F)cc1)C1CC1
74 | O=C(CSc1ncnc2sc3c(c12)CCC3)NCC1CCCO1 (stereo not drawn)
62 | CC(C)Cn1c(=O)c2ccc(C(=O)NC(C)C)cc2n2c(SCC(=O)NC(C)C)nnc12
56&53 | CC(=O)c1ccc(NC(=O)CN2CCC(NC(=O)c3ccccc3)CC2)cc1
51 | CC1CCc2c(sc(NC(=O)c3cccs3)c2C#N)C1 (stereo not drawn)
53 | Cc1cccc(NC(=O)CC2CSc3nc(C)cc(=O)n32)n1 (stereo not drawn)
57 | COc1cccc2c1OC1(N3CCOCC3)CCCCC1C2C[N+](=O)[O-] (stereo not drawn)
62 | CS(=O)(=O)N1CCN(C(=O)c2csc(Nc3ccccc3)n2)CC1
61 | CCn1nccc1C(=O)Nc1ccc2nc(N3CCN(C)CC3)sc2c1
67 | COc1cccc(C(=O)NCC(c2ccc3c(c2)CCN3C)N(C)C)c1OC (stereo not drawn)
54 | O=C(Nc1ccc2c(c1)OCCO2)c1ccc(F)cc1
42 | O=C1C=CC(=NS(=O)(=O)c2cc([N+](=O)[O-])ccc2Cl)C=C1
58 | O=C(CC1S/C(=N\N=C/c2ccco2)NC1=O)c1ccccc1 (stereo not drawn)
63 | O=C1OCc2ccc([N+](=O)[O-])cc21
57 | CC(C)CCn1c(SCc2nc(-c3ccccc3)no2)nc2cc3c(cc2c1=O)OCO3
64 | CCCS(=O)(=O)c1ccc(NCc2ccccc2OC)nn1
71 | CCOc1ccc(-n2c(-c3ccccc3)c[n+]3c2CCC3)cc1
66 | Cn1ccnc1SC(C(=O)Nc1ccccc1)C(=O)Nc1ccccc1
61 | COc1ccc(-c2ccc(N3CCC(C(=O)N4CCN(C)CC4)CC3)nn2)cc1
62 | O=S(=O)(NCCOc1ccccc1)c1ccc(Cl)s1
63 | Cc1cc(NC(=O)Cc2cccs2)n(-c2nc3c(cnn3-c3cccc(C)c3C)c(=O)[nH]2)n1
78 | N#Cc1ccc(NC(=O)CSc2n[nH]c(=O)c3cc(-c4ccco4)nn23)cc1
56 | O=C(O)C1CC(=O)N(c2ccccc2Cl)C1 (stereo not drawn)
75 | COc1ccc(N2CCN(CCNC(=O)C(=O)Nc3ccccc3SC)CC2)cc1
62 | CCOc1ccc(-c2cc(=O)n(Cc3cccc(F)c3)cn2)cc1
61 | COc1cccc(/C=C2/SC(=O)NC2=O)c1OC
61 | Cc1nc2sc(C(c3ccc([N+](=O)[O-])cc3)N3CCC(Cc4ccccc4)CC3)c(O)n2n1 (stereo not drawn)
55 | N#Cc1c(F)cccc1NCCc1ccc(Cl)cc1
108 | CCC(C(=O)NCCNC(=O)c1ccc(NC(=O)c2ccc(F)cc2)cc1)c1ccccc1 (stereo not drawn)
63 | O=C(c1ccc(=O)n(Cc2cccc(F)c2)n1)N1CCN(C(=O)c2ccco2)CC1
54 | Cc1ccc2nc(N(CCN3CCOCC3)C(=O)c3ccco3)sc2c1

(more compounds)
RMI-FANCM inh | SMILES
81 | Cn1c(=NC(=O)CCCS(=O)(=O)c2ccc(F)cc2)sc2cc3c(cc21)OCCO3
58 | CN(C)CCSc1nc2ccccc2[nH]1
54 | O=C(CCc1ccccc1)N1CCN(c2ccc(N3CCCCC3)nn2)CC1
67 | Cc1cc(=O)n2c(-c3cccc(NC(=O)c4cccnc4)c3)csc2n1
60 | COc1ccc(-c2csc(/C(C#N)=C/Nc3ccc(Br)cc3C)n2)cc1OC
54 | Cn1cnc(S(=O)(=O)N=S(C)(=O)c2ccc(Cl)cc2)c1 (stereo not drawn)
68 | CCCOc1ccc(S(=O)(=O)Nc2ccc3c(c2)CC(=O)N3CC)cc1C
55 | CS(=O)(=O)c1cccc(C(=O)Nc2nnc(-c3ccccc3Cl)o2)c1
56 | CN(C)C(CNS(=O)(=O)CCc1ccccc1)c1cccc2ccccc12 (stereo not drawn)
58 | CS(=O)c1ccc(Oc2cccc(F)c2C#N)cc1 (stereo not drawn)
60 | O=C(CSc1ccc2nnc(-c3cccc(F)c3)n2n1)NCc1ccccc1Cl
70 | O=C(O)C1(Cc2ccccc2Br)CCN(S(=O)(=O)c2ccccc2)CC1
58 | O=C(N/N=C\c1ccccn1)c1cc(-c2ccc3ccccc3c2)n[nH]1
61 | Cc1cc(=O)oc2cc(OCC(O)Cn3c(C)nc4ccccc43)ccc12 (stereo not drawn)
63 | O=C(O)Cc1nc(-c2ccncc2)n[nH]1
67 | S=C(CC12CC3CC(CC(C3)C1)C2)NCc1ccccc1
58 | COc1ccc(/C=N\NC(=O)c2cccn2-c2ccc(F)cc2)cc1
63 | NS(=O)(=O)c1ccc(NC(=O)Cc2csc(NC(=O)c3ccc(=O)[nH]c3)n2)cc1
66 | Cn1c(SCC(=O)Nc2cccc(Br)c2)nc2cc(-c3ccccc3)sc2c1=O
61 | Cn1c(=O)c2cc(C(=O)Nc3cccnc3)sc2n(C)c1=O
80 | Cc1ccc(-c2ccc(N3CCN(S(=O)(=O)c4ccccc4Cl)CC3)nn2)c(C)c1
70 | COc1ccc(S(=O)(=O)NCCc2ccc(N(C)C)cc2)cc1
62 | COc1nc2ccccc2nc1N1CCN(c2ccccc2)CC1
57&52 | CCCN(CCC)S(=O)(=O)c1ccc(C(=O)NNC(=S)NC2CC3CCC2C3)cc1 (stereo not drawn)
67 | O=C(O)CCC(=O)Nc1ccc(Cl)cc1-c1nc2ccccc2[nH]c1=O
66 | CN1C(=O)C(C)(C)COc2ccc(NC(=O)Cc3ccc(F)cc3)cc21
46 | O=[N+]([O-])/C=C/c1cc2sccc2s1
69 | CC(Oc1ccc(F)cc1)C(=O)N1CCN(c2ccc3nnc(C4CC4)n3n2)CC1 (stereo not drawn)
69 | CCOc1ccc(C)cc1S(=O)(=O)NCC1CCN(C(C)C)CC1
55 | COc1ccc(C(=O)Oc2coc(CSc3nc(C)cs3)cc2=O)c(OC)c1
77 | COc1cccc2cc(C(=O)Nc3ccc(C)cc3C(=O)c3ccccc3)oc12
54 | CSc1ccccc1NS(=O)(=O)c1cc2c3c(c1)CCN3C(=O)CC2
77 | Cn1c(=NC(=O)c2ccc(S(=O)(=O)N3CCOCC3)cc2)sc2cc3c(cc21)OCCO3
58 | O=C1/C(=C/c2ccccn2)SC(=S)N1c1ccc2c(c1)OCO2
71 | O=C(NCC1(c2cccs2)CCCC1)c1cccc(C(F)(F)F)c1
59 | O=C(Nc1nnc(CSc2ccccc2)o1)c1sc2ccccc2c1Cl
67 | CCCNC(=O)Cn1nc(-c2ccc(OC)cc2)c2sc(C)nc2c1=O
61 | COC1=CC(=O)C(C)=CC1=O
54 | CCCn1c(=NC(=O)C2CCCCC2)sc2c(C)ccc(OC)c21
65 | Cc1nc(-n2nc(-c3cccs3)cc2NC(=O)c2ccco2)[nH]c(=O)c1C
54 | Cc1nc(-c2cnccn2)sc1C(=O)Nc1cc(-c2ccc(Cl)cc2)[nH]n1
57 | CC(=O)c1ccc(OCC(O)CN2CCN(c3ccc(C(F)(F)F)cn3)CC2)cc1 (stereo not drawn)
59 | CC1Cc2ccccc2N1Cc1cc(=O)c(OCC(=O)Nc2cc(C(F)(F)F)ccc2Cl)co1 (stereo not drawn)
60 | Cc1cccc(Cn2nc(C(C)(C)C)cc2-c2nnc(SCC(=O)c3ccc(Cl)cc3)o2)c1
61 | CCC(C)Sc1nnc(C)c2cnn(-c3ccccc3)c12 (stereo not drawn)
58 | CCOc1ccc(C(=O)NCCSc2c(C)[nH]c3ccccc23)cc1
55 | Cc1nc2ccccn2c1-c1ccnn1C(=O)c1ccc(C(F)(F)F)cc1
127 | Cc1oc(-c2cccc(Cl)c2)nc1Cn1nnc(C(=O)Nc2ccc(F)c(F)c2)c1C
64 | CC(=O)NC(C(=O)O)c1ccccc1 (stereo not drawn)
66 | COc1ccc(-n2nnc(C(=O)Nc3ccc(Cl)cc3Cl)c2C)cc1

In the list so far, 6 contain a COOH group:
RMI-FANCM inh | SMILES
63 | O=C(O)CC1(C(F)(F)F)OCCO1
56 | O=C(O)C1CC(=O)N(c2ccccc2Cl)C1 (stereo not drawn)
70 | O=C(O)C1(Cc2ccccc2Br)CCN(S(=O)(=O)c2ccccc2)CC1
63 | O=C(O)Cc1nc(-c2ccncc2)n[nH]1
67 | O=C(O)CCC(=O)Nc1ccc(Cl)cc1-c1nc2ccccc2[nH]c1=O
64 | CC(=O)NC(C(=O)O)c1ccccc1 (stereo not drawn)

Returning to the listing, repeating the 6 entries before the break.
RMI-FANCM inh | SMILES
61 | CCC(C)Sc1nnc(C)c2cnn(-c3ccccc3)c12 (stereo not drawn)
58 | CCOc1ccc(C(=O)NCCSc2c(C)[nH]c3ccccc23)cc1
55 | Cc1nc2ccccn2c1-c1ccnn1C(=O)c1ccc(C(F)(F)F)cc1
127 | Cc1oc(-c2cccc(Cl)c2)nc1Cn1nnc(C(=O)Nc2ccc(F)c(F)c2)c1C
64 | CC(=O)NC(C(=O)O)c1ccccc1 (stereo not drawn)
66 | COc1ccc(-n2nnc(C(=O)Nc3ccc(Cl)cc3Cl)c2C)cc1
60 | O=C(O)CCCCCNS(=O)(=O)/C=C/c1ccccc1
54 | COc1c(C)cnc(CO)c1C
61 | COc1ccc(N2CCCS2(=O)=O)cc1NC(=O)C(=O)NCCN1CCOCC1
62 | O=C(O)c1ccc(S(=O)(=O)NCc2ccccn2)cc1
55 | CCOc1ccc(NC(=S)NNc2nc(N3CCCC3)nc(N3CCCC3)n2)cc1
51 | COc1ccc(-c2cc(-c3ccccc3)nc(SCC(=O)Nc3nsc(-c4ccc(Cl)cc4)n3)c2C#N)cc1
54 | CCc1nnc(-c2cc3ccccc3n2CC(=O)N2CCOCC2)o1
52 | COc1ccc(CCNC(=O)CSc2nc(=O)n(Cc3ccco3)c3c2CCC3)cc1
62 | N#Cc1nccnc1S(=O)(=O)CCO
54 | CCCCc1c(COC)[nH]c(=S)[nH]c1=O
73 | CC(=O)c1ccc(N2CCN(S(=O)(=O)c3ccc(S(=O)(=O)c4ccccc4)s3)CC2)cc1
64 | Cc1ccc(NC(=O)CCSc2nnc3ccccn23)cc1
60 | CC(C)(C)C1=CC(O)(c2ccccc2)C=C(C(C)(C)C)C1=O
74 | O=C(c1ccccc1Br)N1CCN(c2nnnn2-c2ccccc2)CC1
58 | COc1ccc([C@H]2Oc3cc(OC)cc(OC)c3C[C@H]2O)cc1
48 | CC(=O)c1cccc(NS(=O)(=O)c2ccc(-c3ccc(C)cc3)cc2)c1
47 | Oc1ccc(C2CNCc3sccc32)cc1O (stereo not drawn)
65 | Cc1ccc(-c2csc(/C(C#N)=C/Nc3ccc(Cl)c(C(F)(F)F)c3)n2)cc1
60 | O=C(NCCc1csc2nc(-c3ccccc3F)nn12)c1cc2ccccc2oc1=O
65 | O=C(Oc1ccccc1C=Nc1cccc2ccccc12)c1cc([N+](=O)[O-])cc([N+](=O)[O-])c1
57 | O=C(CSc1ncnc2c1cnn2-c1cccc(Cl)c1)Nc1ccccc1C(F)(F)F
51 | CSCCC(N)C(=O)NC(CC(C)C)C(=O)NC(Cc1ccccc1)C(=O)O (stereo not drawn)
59 | CCOC(=O)CC(=O)CSc1ccc2nnc(-c3cccs3)n2n1
70 | Cc1cccc(NC(=O)N2CCN(c3ccc4nnc(-c5ccco5)n4n3)CC2)c1C
60 | O=C(O)CSc1nnc(Nc2ccccc2)n1-c1ccccc1

In a second layout: entries from further up
| mol | RMI-FANCM inh |
| --- | --- |
| COc1ccc(CCNC(=O)CSc2nc(=O)n(Cc3ccco3)c3c2CCC3)cc1 | 52 |
| CS(=O)(=O)N1CCN(C(=O)c2csc(Nc3ccccc3)n2)CC1 | 62 |

Continued.
RMI-FANCM inh | SMILES
81 | CC1=C(C(=O)Nc2ccccc2)C(c2ccc(Cl)cc2)n2nc(-c3cccc([N+](=O)[O-])c3)nc2N1 (stereo not drawn)
53 | Cc1nc2ccc(NC(=O)c3ccc(C#N)cc3)cc2s1
64 | O=C(Cn1nc(-c2cccs2)c2sc(N3CCOCC3)nc2c1=O)OCc1ccccc1
64 | Cc1cc(=O)n2c(-c3ccc(NS(=O)(=O)c4cccnc4)cc3)csc2n1
69 | O=c1c2scc(-c3cccc(F)c3)c2ncn1Cc1cccc(C(F)(F)F)c1
59 | Cc1cc(C)n(CCN(C(=O)c2cccs2)c2nc3ccccc3s2)n1
